ABCB6 inh 2 = human ABCB6 transporter inhibition; Q9NP58; K562-ABCB6 porphyrin accumulation, flow cytometry, 1 h; active compounds read low; fluorescence ratio to DMSO, % at 10 µM; actives 0.19% (n = 360,000);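 active means fluorescence ratio to DMSO below 75%, the collection mean minus 3 SD; inconclusive means too few cells collected in the well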;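 further: signal is porphyrin accumulated inside mitochondria; 100% equals median channel fluorescence of DMSO control wells; lower ratio means ABCB6 inhibition with less porphyrin fluorescence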
CaV13 ICDI inh = Disruptors of the CACNA1D IQ motif to Ca2+-dependent inactivation inhibitor domain association, primary screening, Förster resonance energy transfer in intact living …; HEK cells, CFP/YFP FRET ICDI-IQ, plate reader, 10 min; percent FRET-ratio fall versus neutral wells; inhibition, % at 12.3 µM; actives 0.098% (n = 340,000); AID 743397;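 active means mean replicate inhibition of at least 30% and at least 1% of replicates passing that level; inconclusive means only one of the two criteria is met; inactive means neither criterion is met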;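 further: 0% = median of the neutral control wells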
MC4R antag cAMP = blocks human MC4R cAMP signaling | P32245 | MC4R-expressing cells, MTII-stimulated cAMP, LANCE TR-FRET | inhibition, % at 6.5 µM | actives 0.48% (n = 360,000);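 active means inhibition above its plate's cutoff, the mean of tested wells on that plate plus 3 SD, cut at about 29% in these data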;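 further: 0% = Melanotan II alone and 100% = Melanotan II plus saturating MCL0020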
Target sequence (P32245 whole entry, looked up): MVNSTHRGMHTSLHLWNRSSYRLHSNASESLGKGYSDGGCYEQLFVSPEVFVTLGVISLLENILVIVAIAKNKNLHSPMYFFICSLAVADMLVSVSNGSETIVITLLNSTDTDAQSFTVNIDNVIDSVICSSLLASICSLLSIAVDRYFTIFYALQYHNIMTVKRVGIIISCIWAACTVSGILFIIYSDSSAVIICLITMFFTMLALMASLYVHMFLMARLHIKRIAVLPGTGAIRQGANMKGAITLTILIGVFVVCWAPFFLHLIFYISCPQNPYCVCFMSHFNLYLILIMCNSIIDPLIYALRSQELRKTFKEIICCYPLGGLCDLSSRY
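Material – human MC4R-expressing U2OS cells · Repeats – no replicates · Detection – TR-FRET with Eu-cAMP and labeled anti-cAMP, 671 nm · Times – compound 30 min, challenge 1 h, detection 1 h · Compound – single nominal compound dose of 6.5 µM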
HTR2A ag = agonists of mouse serotonin 5-HT2A receptor (HTR2A) | P35363 | activation, % at 7.6 µM | actives 0.66% (n = 360,000) | CHO-K1 mHTR2A beta-arrestin complementation, luminescence; percent of 30 µM serotonin response;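 active means activation above a run cutoff, the mean activation of all tested compounds plus 3 SD, cut at about 14% in these data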;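 further: 0% = plate median of compound wells and 100% = 30 µM serotonin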
Target sequence (P35363 whole entry, looked up): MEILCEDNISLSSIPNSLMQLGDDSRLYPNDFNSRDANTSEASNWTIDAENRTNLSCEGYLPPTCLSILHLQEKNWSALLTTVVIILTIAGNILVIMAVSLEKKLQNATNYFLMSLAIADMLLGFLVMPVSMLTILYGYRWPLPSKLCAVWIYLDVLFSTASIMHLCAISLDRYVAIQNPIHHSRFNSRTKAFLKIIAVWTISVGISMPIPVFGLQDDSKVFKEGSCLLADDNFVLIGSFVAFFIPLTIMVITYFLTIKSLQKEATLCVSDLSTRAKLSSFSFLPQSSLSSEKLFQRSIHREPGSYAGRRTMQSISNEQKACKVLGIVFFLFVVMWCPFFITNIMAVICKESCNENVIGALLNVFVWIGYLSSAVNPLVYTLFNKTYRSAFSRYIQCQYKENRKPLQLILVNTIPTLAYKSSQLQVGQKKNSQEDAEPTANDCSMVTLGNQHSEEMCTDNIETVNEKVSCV
H9c2 protect = myocardial damage modulation in H9c2 cells; H9c2 cardiomyocytes, H2O2 injury protection, ATPLite, 2 h; actives 0.63% (n = 360,000); protection from H2O2 cell death, % at 20 µM;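 active means compounds giving at least 50% protection of heart cells from peroxide-induced death in the single-dose screen, raw or plate-pattern-corrected value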;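 further: 0% = DMSO wells with peroxide and 100% = DMSO wells without peroxide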
ABHD5-PLIN5 inh = blocks binding of human ABHD5 to perilipin-5; Q00G26+Q8WTS1; Split G. princeps luciferase complementation, luminescence, 4 h; inhibition, % at 4 µM; actives 0.78% (n = 360,000); AID 602281;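 active means inhibition above the mean inhibition across every tested compound plus 3 SD, cut at about 22% in these data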;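 further: 0% = DMSO only wells and the 100% control is not disclosed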
MC4R barr agon = activates human MC4R beta-arrestin recruitment; AID 540308; P32245; U2OS MC4R beta-arrestin complementation, luminescence; percent of melanotan II response, DMSO zero; activation, % at 8.9 µM; actives 0.98% (n = 360,000);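 active means activation above a per-plate cutoff, the mean activation of sample wells on that plate plus 3 SD, cut at about 8% in these data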
PDI inh = PDI (human) enzyme inhibition. P07237. PDI insulin aggregation turbidity, A650, 90 min. inhibition, % at 10 µM. actives 0.052% (n = 350,000). AID 588391;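 active means mean inhibition across replicates of 30% or more, whatever share of single replicates reach that level; inconclusive means mean inhibition below 30% while every single replicate reaches 30%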;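 further: absorbance from insulin aggregation driven by PDI reduction with DTT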
Glyco luc inh = N-linked glycosylation inhibition. D54 ERlucT glycosylation luciferase reporter, 24 h; percent of 100 nM tunicamycin response. actives 0.23% (n = 360,000). reporter increase, % at 12.5 µM. AID 588692;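 active means mean luciferase reporter signal, scaled so untreated is 0 and the glycosylation-blocking control 100, at or above a set limit in every replicate; inconclusive means mean reaches the limit but not every replicate does; inactive means mean below the limit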;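 further: luciferase carries N-glycosylation sites so blocking glycosylation raises the light; 0% = median of neutral control wells and 100% = median of 100 nM tunicamycin wells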
Granule exo inh = blocks lytic granule exocytosis; TALL-104 LAMP-1 surface exposure, flow cytometry; cells stimulated with thapsigargin and PMA; inhibition, % at 10 µM; actives 0.66% (n = 360,000);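 active means inhibition above about 55%, limit read from the data; inconclusive means no clear call, values can overlap the other calls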
* hit, by the source's call; ? = inconclusive; . = no result given. Rows are unselected (roughly 4.2% active in at least one column).

SMILES | ABCB6 inh 2 | CaV13 ICDI inh | MC4R antag cAMP | HTR2A ag | H9c2 protect | ABHD5-PLIN5 inh | MC4R barr agon | PDI inh | Glyco luc inh | Granule exo inh
Cc1nn(CC(=O)N2CCCC2)c(=O)c2cc3cc(F)ccc3n12 | 98 | -7 | 10 | -1 | 0 | 0 | -0.5 | 2 | 1 | 0
O=C(NCCOCc1ccc(Cl)cc1)c1ncn[nH]1 | 104 | -7 | -9 | 3 | -1 | 24* | 2.8 | -5 | -1 | 2
CCCn1cc(S(=O)(=O)c2ccc(OC)cc2)c(=O)c2cc(OC)ccc21 | 98 | -5 | 4 | 5 | 11 | 2 | -3.0 | -6 | -1 | 0
COc1ccc(NC(=S)NNC(=O)COc2ccc(Cl)cc2Cl)cc1 | 102 | -20 | 5 | 2 | -4 | -8 | -0.3 | -3 | 8 | 10
Cn1c(=O)c2[nH]c(SCCN)nc2n(C)c1=S | 94 | -4 | 3 | -3 | -11 | 9 | 4.0 | -4 | 0 | -3
O=c1cc(O)n(-c2ccccc2F)c(=S)[nH]1 | 99 | -9 | -9 | 0 | -5 | -14 | -0.4 | 8 | 1 | -2
Cc1ccc(S(=O)(=O)N2CCC(=O)N([C@H](COCc3ccc(Cl)c(Cl)c3)Cc3ccccc3)CC2)cc1 | 90 | -7 | . | -2 | . | -7 | . | . | . | 16
CCN(CC(=O)Nc1cc(C)on1)CC(=O)Nc1ccccc1C(F)(F)F | 104 | -2 | 5 | -7 | -1 | 2 | -2.3 | -5 | -2 | 15
O=C(O)CC(NCc1ccco1)C(=O)Nc1cccc(O)c1 (centres undefined) | 91 | -6 | -5 | 3 | 9 | -1 | -1.1 | 5 | -1 | -2
O=C(NNC(=O)c1cc(OCC(F)(F)F)ccc1OCC(F)(F)F)c1cccc(C(F)(F)F)c1 | 96 | -2 | 7 | -2 | 2 | -10 | -1.6 | -7 | 2 | 3
CC(=O)N1CCN(Cc2nc3cc(NC(=O)c4ccccc4Cl)ccc3n2C)CC1 | 98 | -6 | 1 | 5 | 0 | 2 | -0.5 | 10 | 0 | 0
N#Cc1nc(Cc2ccccc2)oc1N1CCC(C(N)=O)CC1 | 95 | -5 | -8 | -1 | -2 | 3 | -0.4 | 6 | -1 | 2
Cc1ccc(S(=O)(=O)N2CCN(c3ccc([N+](=O)[O-])c(NCCN4CCOCC4)c3)CC2)cc1 | 99 | -4 | 0 | -1 | -2 | 11 | -4.9 | 10 | -4 | -4
COc1cc(-c2cc(=O)c3c(O)cc(O)cc3o2)ccc1O | 102 | . | -22 | -3 | 3 | -4 | -1.1 | . | -5 | -1
COc1ccc(-c2cc(C(=O)NCC3CCCO3)c3cc(C)ccc3n2)cc1 (centres undefined) | 93 | -2 | -2 | 0 | 2 | 1 | -2.0 | 6 | 1 | 6
CCOC(=O)N/N=C/c1c(F)cccc1F | 90 | -14 | 5 | -1 | 8 | -3 | -0.5 | 22 | 1 | -2
Cc1ccc(Cn2nnc3c(=O)[nH]c(C4CCCN(C(=O)Nc5ccc(F)cc5)C4)nc32)cc1 (centres undefined) | 104 | -4 | 10 | -7 | 2 | -6 | 0.7 | -1 | 0 | -1
O=C(COC(=O)c1ccc2ncsc2c1)Nc1cc(Cl)ccc1F | 98 | -6 | 9 | -6 | -11 | -1 | -1.0 | -5 | 0 | 3
COC(=O)c1ccc(N2C(c3cc(OC)cc(OC)c3)=Cc3ccc(-c4cccnc4)cc3C2CC(=O)C2CC2)cc1 (centres undefined) | 103 | -5 | . | -1 | . | 1 | . | . | . | 8
N#Cc1ccc(CN2CCN(C(=O)c3cc(C4CC4)nn3-c3ccccc3)CC2)cc1 | 96 | -6 | 6 | -18 | -2 | -4 | 1.2 | -3 | -3 | 6
COc1cccc2cc(C(C)N(CCCN3CCOCC3)C(=O)Nc3ccc(Cl)cc3)oc12 (centres undefined) | . | -5 | 13 | -1 | 8 | 8 | -1.5 | -2 | 0 | 3
C/C=C(\C)C(=O)OC1CC(C)(C)C[C@H]2C3=CC[C@@H]4[C@@]5(C)CCC(O[C@@H]6O[C@@H](C(=O)O)[C@@H](O)C(O[C@@H]7OC[C@H](O)[C@@H](O)[C@@H]7O[C@@H]7OC(CO)C(O)[C@@H](O)[C@@H]7O)C6O[C@@H]6OC(CO)C(O)C(O)C6O)[C@@](C)(CO)[C@@H]5CC[C@]4(C)[C@]3(C)CC(O)[C@@]12CO (some centres undefined) | 96 | -2 | 17 | 3 | -5 | 9 | 7.5 | -8 | -8 | 9
CCCCn1c(=O)[nH]c(=O)c2c1nc(-c1ccc(OC(F)F)c(OC)c1)n2C | 103 | -2 | 3 | -1 | -2 | -2 | 0.5 | -7 | 0 | -10
COC(=O)c1ccccc1N1C(=O)[C@@H]2C(c3ccc(F)cc3)=NO[C@@H]2C1=O | 107 | -9 | 18 | 1 | 5 | 3 | -0.5 | -1 | 0 | 4
CCn1c(COc2ccccc2C)nnc1SCC(=O)N1CCN(c2ccccc2)CC1 | 91 | -14 | 0 | 2 | -4 | 9 | 1.8 | -3 | -2 | -8

ABHD5-PLIN5 inh, what is marked active above.
structure | ABCB6 inh 2 | CaV13 ICDI inh | MC4R antag cAMP | HTR2A ag | ABHD5-PLIN5 inh | MC4R barr agon | PDI inh | Glyco luc inh | Granule exo inh
O=C(NCCOCc1ccc(Cl)cc1)c1ncn[nH]1 | 104 | -7 | -9 | 3 | 24* | 2.8 | -5 | -1 | 2

An excerpt from above in order of the CaV13 ICDI inh value, rising:
canonical_smiles,CaV13 ICDI inh
COc1ccc(NC(=S)NNC(=O)COc2ccc(Cl)cc2Cl)cc1,-20
CCOC(=O)N/N=C/c1c(F)cccc1F,-14
O=C(NCCOCc1ccc(Cl)cc1)c1ncn[nH]1,-7
COc1cccc2cc(C(C)N(CCCN3CCOCC3)C(=O)Nc3ccc(Cl)cc3)oc12 (centres undefined),-5
Cc1ccc(S(=O)(=O)N2CCN(c3ccc([N+](=O)[O-])c(NCCN4CCOCC4)c3)CC2)cc1,-4
CCN(CC(=O)Nc1cc(C)on1)CC(=O)Nc1ccccc1C(F)(F)F,-2

Compound profiles (already shown).
`CC(=O)N1CCN(Cc2nc3cc(NC(=O)c4ccccc4Cl)ccc3n2C)CC1` reads ABCB6 inh 2 = 98; CaV13 ICDI inh = -6; MC4R antag cAMP = 1; HTR2A ag = 5; H9c2 protect = 0; ABHD5-PLIN5 inh = 2; MC4R barr agon = -0.5; PDI inh = 10; Glyco luc inh = 0; Granule exo inh = 0
`COc1ccc(NC(=S)NNC(=O)COc2ccc(Cl)cc2Cl)cc1` reads ABCB6 inh 2 = 102; CaV13 ICDI inh = -20; MC4R antag cAMP = 5; HTR2A ag = 2; H9c2 protect = -4; ABHD5-PLIN5 inh = -8; MC4R barr agon = -0.3; PDI inh = -3; Glyco luc inh = 8; Granule exo inh = 10

Remaining list, next part
SMILES | ABCB6 inh 2 | CaV13 ICDI inh | MC4R antag cAMP | HTR2A ag | H9c2 protect | ABHD5-PLIN5 inh | MC4R barr agon | PDI inh | Glyco luc inh | Granule exo inh
CC(C)(C)C1CCC(=NNC(=O)C(=O)NC2CCCCC2)CC1 (centres undefined) | 101 | -5 | -1 | 4 | 1 | 2 | -0.7 | 20 | -1 | -5
COc1ccccc1/C=C/C(=O)NCC(=O)N/N=C/c1ccccc1 | 100 | -7 | 9 | 2 | -7 | 9 | -1.1 | 0 | 2 | 0
CCN(CC)CCNC(=S)Nc1ccc2nc3n(c(=O)c2c1)CCCCC3 | 98 | -2 | 4 | -1 | 6 | 2 | -0.6 | -2 | -2 | 2
CC(NC(=O)c1ccccc1)c1nnc(SCC(=O)NC2CCCC2)n1C (centres undefined) | 94 | -3 | 7 | 0 | -1 | 5 | 0.8 | 0 | -1 | ?
CCOc1ccc(Cn2c(=O)sc3ccccc32)cc1OC | 96 | -4 | 3 | 2 | -12 | -2 | -0.9 | -3 | -2 | 11
COC(=O)c1cccc(NC(=O)c2ccc(S(=O)(=O)N(C)c3ccccc3OC)cc2)c1 | 90 | -5 | 14 | 2 | 18 | -2 | 1.4 | -11 | 0 | -2
CCNc1cc(N2CCCC2)ccc1[N+](=O)[O-] | 94 | -6 | -1 | 5 | 9 | 0 | -2.1 | 2 | -2 | -3
CCCCCCCCCCCCN1C/C(=C\C(=O)OCC)c2ccccc2S1(=O)=O | 94 | -5 | 9 | -1 | -12 | 2 | -0.8 | -3 | -3 | 2
O=c1c2ccccc2nc(-c2ccccc2)n1O | 95 | -3 | 8 | 2 | 3 | 6 | 2.7 | 0 | -1 | -6
O=C(NCCc1nnc2ccc(N3CCCC3)nn12)c1ccccc1 | 98 | . | -4 | 4 | 9 | -6 | -1.3 | 4 | 1 | 2
CCc1cc(-c2n[nH]c(C)c2-c2ccccc2Cl)c(O)cc1OC | 81 | -3 | 4 | 2 | -13 | -13 | 2.0 | 3 | 1 | 11
COc1cc(CSc2ncn[nH]2)c(OC)cc1CSc1ncn[nH]1 | 91 | -9 | -10 | 5 | 0 | 14 | 1.5 | -3 | -4 | 9
CCOc1ccc(-c2nc(=S)[nH][nH]2)cc1 | 104 | 0 | 2 | 2 | -7 | -5 | 0.9 | 3 | 2 | 1
Cc1ccc(NC(=O)Cc2nc(COC(=O)Cc3cccc(C(F)(F)F)c3)cs2)cc1 | 100 | -6 | 17 | 0 | -10 | -1 | 4.0 | -2 | 3 | 2
Cc1[nH]c2ccccc2c1/C=N\NC(=O)Cn1nnc(-c2ccccc2)n1 | 99 | -17 | -8 | 5 | 21 | 2 | 1.9 | -9 | -1 | 2
COc1cc(OC)cc(C(=O)N2CCC(C(=O)N3CCOCC3)CC2)c1 | 100 | -2 | 13 | -1 | 7 | -9 | -0.8 | -7 | 0 | 0
CN1CCC(OC(=O)COc2ccc(F)cc2)CC1 | 101 | -1 | 10 | 3 | -1 | 1 | -3.0 | -2 | 2 | -2
CCNC(=S)N/N=C/c1ccc(-c2ccccc2)o1 | 100 | -7 | 10 | -1 | 15 | -4 | 0.8 | -7 | -5 | 1
Cc1nn(C)c(C)c1S(=O)(=O)N1CCC(C(=O)NC2CCCCC2)CC1 | 90 | -4 | 7 | 3 | -8 | -2 | -0.4 | 9 | 0 | -1
CCNc1nc(NOC)nc(OCC#N)n1 | 94 | -5 | 0 | 5 | 7 | 9 | -0.2 | 3 | -2 | 6
CC(C)(C)Cc1nnc(NC(=O)Cc2cccs2)s1 | 101 | -3 | 2 | -4 | 0 | -6 | -1.1 | 15 | 2 | 2

Screens from PubChem BioAssay.
